Cav3 T inh: Cav3.2 calcium influx blockers – cell-based, Fluo-4 calcium fluorescence, FDSS, MLSMR library, primary screen. Cav3.2-expressing cells; active compounds read low. B-score at 10 µM. 100,000 compounds, 4% hits. AID 449739, 2010;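 active = single-dose well whose peak fluorescence ratio is a statistical outlier from its plate by either plate-standardised score or position-corrected B-score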
An asterisk follows results filed as active. This is a subset; count on the stated rates, not on these rows.

SMILES	Cav3 T inh
CCN(CCO)C(=O)C12CCC(C)(C(=O)C1)C2(C)C (stereo unspecified)	-1.82
CCN1C(=O)N(C)[C@@H](c2ccccc2)C(C(=O)OC)=C1C	0.38
COc1ccc(Cn2c(SCc3cc(C)ccc3C)nc3cc(OC)c(OC)cc3c2=N)cc1	-0.798
CCN(CC)CCOc1ccc2c(c1)C(=NO)c1cc(OCCN(CC)CC)ccc1-2	0.79
CCN1C=C(Cc2cccs2)C2=C(C1)C(c1cccs1)C(C#N)=C(N)O2 (stereo unspecified)	-0.000887
CCC1=C(OC(=O)N(CC)CC)N2C(=O)OC(=NCC(=O)OC)[C@]2(C)[C@H]2C1=CC[C@H]1C(=O)N(CC(=O)OC)C(=O)[C@H]12	0.329
Cc1ccc(N2CCN(c3ccc(C)cc3)C(CC(=O)O)C2=O)cc1 (stereo unspecified)	0.13
CCN(CC)S(=O)(=O)c1ccc(S(=O)(=O)N2CCCC2C(=O)O)cc1 (stereo unspecified)	0.734
CCC(=O)Nc1sc(C(=O)OC)c(C)c1C(=O)OC	-0.321
CCOc1ccc(C(=O)NCC(=O)OCC(=O)N2CCC(C)CC2)cc1	-1.41

The closing 2 entries of the part before open the next one.
SMILES	Cav3 T inh
CCC(=O)Nc1sc(C(=O)OC)c(C)c1C(=O)OC	-0.321
CCOc1ccc(C(=O)NCC(=O)OCC(=O)N2CCC(C)CC2)cc1	-1.41
c1ccc(Cc2nnc(-c3ccccc3)o2)cc1	-5.45*
CC(C)Oc1ccc(Cc2c(O)nc(NCCCN(C)C)[nH]c2=O)cc1	0.904
Cc1cccc(C(=O)N2CCN(c3ccc(C(F)(F)F)cn3)CC2)c1C	-4.71*
CCOC(=O)c1ccc(NC(=O)CCc2nc(-c3ccccc3Cl)no2)cc1	-3.78*
CCCc1cc(=O)n2c([nH]c3ccccc32)c1C#N	-0.223
CC(=O)N[C@H]1C[C@@H]1c1ccccc1	1.04
COc1ccc(-c2nc(C#N)c(N3CCOCC3)o2)cc1OC	1.2
Cc1nn(-c2ccccc2)c(C)c1CCC(=O)O	-0.162
Cc1ccc(NC(=O)CCSCCC(=O)Nc2ccc(C)c(C)c2)cc1C	-6.78*
Cc1sc2nc(C)n(/N=C/c3ccccc3O)c(=O)c2c1C	0.119
CC(=O)Nc1sc(NC(=O)c2ccccc2)nc1-c1cccs1	0.294
O=C(CCNc1cc(Cl)cc(Cl)c1)c1cccs1	-1.97
COc1cccc(C2=CC(=O)CCC2)c1OC	0.286
CC(=O)c1cccc(N(CC(=O)Nc2cccnc2)S(C)(=O)=O)c1	0.0439
CC(C)COc1ccc(C(=O)Nc2ccc(NC(=O)c3ccco3)c(Cl)c2)cc1	-0.484
C=CCSc1nc2sc3c(c2c(=O)n1CC)CCc1ccccc1-3	-0.29
Cc1ccc(C(=O)N(CN2CCCC2=O)c2ccccc2)cc1C	2.07
COc1cc(/C=N\Nc2nc3ccccc3o2)cc(OC)c1OC	-0.0377
COc1ccc(-c2[nH]c(-c3ccc(C)cc3)nc2SCC(=O)NC2CCCC2)cc1	-0.274
Cc1ccc(C(=O)CC(=O)c2cc(Cl)ccc2O)cc1	0.969
O=C(CS(=O)(=O)c1cn(Cc2ccccc2Cl)c2ccccc12)N1CCOCC1	-0.0546
CCOC(=O)C1CCN(CC(O)COc2ccc(C(C)=O)cc2)CC1 (stereo unspecified)	0.671
Cc1ccccc1-n1c(=O)cc(N2CCN(C(=O)c3ccco3)CC2)[nH]c1=O	0.57
CC(C)(CN=C1NS(=O)(=O)c2ccccc21)CNC(=O)CN1C(=O)c2ccccc2C1=O	0.926
C=CCSc1n[nH]c(-c2ccccc2)n1	0.489
CC(=O)[C@H]1[C@H](CCc2ccccc2)NC(=O)N(Cc2ccccc2)[C@@H]1C	1.02
CC1(C)CC(=O)c2cc(C(=O)O)c(=O)n(-c3ccccc3)c2C1	0.881
Cc1cc(C)c2nc(N3CCCC(C(=O)NCCCN4CCOCC4)C3)sc2c1 (stereo unspecified)	1.76
Cc1ccccc1N/C(SCc1ccc(Cl)cc1)=C(/C#N)C(=O)NCc1ccco1	-5.48*
O=C(CCCC(=O)N(CC(=O)NC1CCCC1)Cc1ccccc1Cl)Nc1ccccn1	-1.66
COc1ccc(/C(N)=C/C(=O)C(C)(C)C)cc1	-1.13
Cn1c(=O)[nH]c(=O)c2c1nc(N1CCN(CCO)CC1)n2CCSc1nc2ccccc2s1	0.29
Nc1cc(=O)nc(SCC(=O)NCc2ccccc2)n1CCc1ccccc1	0.173
CCOC(=O)N1CCC(N2CC34C=CC(O3)C(C(=O)O)C4C2=O)CC1 (stereo unspecified)	-0.373
CC(=O)Nc1cccc2c1C(=O)NC2=O	0.0166
O=c1[nH]c2cc3c(cc2cc1CN(CC1CCCO1)S(=O)(=O)c1ccc(Cl)cc1)OCCO3 (stereo unspecified)	0.977
Cn1c(=O)c2c(ncn2CC(COCc2ccc(Cl)cc2)OCc2ccc(Cl)cc2)n(C)c1=O (stereo unspecified)	-3.56
C=CCSc1ncccc1C(=O)O	0.471
CCOC(=O)c1cnn(CCOC(=O)c2cccs2)c1NC(=O)c1cccs1	-0.128
CCN(CC)c1ccc(C(=O)c2ccccc2C(=O)O)c(O)c1	-0.00831
CCCn1c(SCC(=O)NC2CCCCC2C)n[nH]c1=O (stereo unspecified)	0.22
CC1Cc2nc(SCC(=O)Nc3ccc4c(c3)OCO4)n(-c3ccc(F)cc3)c(=O)c2S1 (stereo unspecified)	0.622
Cc1ccc(-n2nc(C)c(NS(=O)(=O)c3ccccc3)c2C)cc1C	-1.82
CCCCN=C(C)c1c(O)c2ccccc2oc1=O	-0.0314
CCN1CCN(C(=O)c2ccccc2N(Cc2ccccc2)S(=O)(=O)c2ccc(C)cc2)CC1	-0.102
CCOC(=O)C1CCCN(c2c(N3CCOCC3)c(=O)c2=O)C1 (stereo unspecified)	0.197
O=C(CCCCCn1c(=S)[nH]c2ccc(Br)cc2c1=O)NCC1CCCO1 (stereo unspecified)	1.26
O=C(CN1CCN(Cc2ccccc2Cl)C1=O)N1CCCCCC1	0.0622
CCc1nn2c(N3CCOCC3)cc(C)nc2c1-c1ccc(F)cc1	1.93
COc1ccc(CCN2C(=O)CC(Sc3ncccc3C(=O)O)C2=O)cc1OC (stereo unspecified)	-0.395

Look-ups from the results shown.
`Cc1ccc(-n2nc(C)c(NS(=O)(=O)c3ccccc3)c2C)cc1C` in Cav3 T inh has -1.82
`O=C(CCCCCn1c(=S)[nH]c2ccc(Br)cc2c1=O)NCC1CCCO1` (stereo unspecified) in Cav3 T inh has 1.26
`COc1ccc(CCN2C(=O)CC(Sc3ncccc3C(=O)O)C2=O)cc1OC` (stereo unspecified) in Cav3 T inh has -0.395
`CCOC(=O)C1CCCN(c2c(N3CCOCC3)c(=O)c2=O)C1` (stereo unspecified) in Cav3 T inh has 0.197

(next part)
SMILES	Cav3 T inh
O=C1c2ccccc2C(=O)N1CC1c2ccccc2CCN1S(=O)(=O)c1cnc[nH]1 (stereo unspecified)	0.831
O=C(Nc1ccc2c(c1)OCCO2)c1ccncc1	0.245
O=C(Cc1ccccc1)Nc1cccc(-c2nc3ncccc3o2)c1	0.319
Cc1ccc(NC(=O)CCC(=O)O)cc1F	-0.0206
COc1ccc(OC)c(N(CC(=O)N2CCCC2)S(=O)(=O)c2ccc(OC)c(OC)c2)c1	1.18
COc1ccc(OC)c(C2NC(=O)c3sc(=S)n(-c4ccccc4)c3N2)c1 (stereo unspecified)	-2.87
N#Cc1cccc(C(c2nnnn2Cc2ccccc2)N2CCCC2)c1 (stereo unspecified)	0.588
CC(C)C[C@H](CO)Nc1nc(Nc2cccc(Cl)c2)c2ncn(C(C)C)c2n1	-1.74
COC(=O)c1ccc(Cl)c(NC(=O)CN2CCN(C)CC2)c1	0.294
CCC(C)NC(=O)CCCc1ccccc1 (stereo unspecified)	-0.512
COc1cc2cc(Oc3ccc4ccc(=O)oc4c3)c(=O)oc2cc1OC(=O)/C=C/c1ccccc1	0.239
CN(C)C(=O)N1CCC(C(=O)NCc2ccccc2)CC1	0.0121
CC(=O)c1ccc(NC(=O)CSc2nnc(NC(=O)CN3CCOCC3)s2)cc1	-1.07
CCOC(=O)c1c(C)n(C)c2c(C)cc(O)c(OC(=O)CC)c12	-0.287
Cc1c(N(C(=O)c2cc(=O)[nH]c3ccccc23)C(C)C)c(=O)n(-c2ccccc2)n1C	-0.519
Cc1cc(C)c(NC(=O)COc2ccccc2C(=O)Nc2ccc3c(c2)oc2ccccc23)c(C)c1	0.0484
COc1ccccc1CN(C)C(=O)C1COc2ccccc2O1 (stereo unspecified)	-0.632
COc1ccc(-n2c(N)c(C(=O)NCc3ccco3)sc2=S)cc1	0.898
CSC1=NCCN1C(=O)c1ccc(S(=O)(=O)N2CCCC2)cc1	-2.69
Oc1cccc(C(=S)N2CCN(Cc3ccccc3)CC2)c1	0.248
CC(=O)N1CCc2cc(S(=O)(=O)CCC(=O)NCc3ccc4c(c3)OCO4)ccc21	0.00489
Cc1cc(=O)[nH]c(SCC(=O)c2ccc(C(C)C)cc2)n1	1.93
Cc1nc2c(C(=O)N3CCCCC3)cnn2c(C)c1Cc1ccccc1F	-0.124
COc1ccc2c(c1)[nH]c(=O)c1sc3ccccc3c12	0.588
CC(C)(C)c1ccc(C2=CC(c3ccccc3)n3ncnc3N2)cc1 (stereo unspecified)	-0.875
CCCN(CC1CC1)C(=O)CSc1ncnc2sc(C)c(C)c12	-5.18*
CC1CCCCN1C(=O)Cn1nnc(-c2cccnc2)n1 (stereo unspecified)	0.982
Cc1cc(C(F)F)n2nc(C(=O)Nc3sc4c(c3C#N)CCC(C)C4)nc2n1 (stereo unspecified)	-3.1
Cc1onc(-c2ccccc2)c1C(=O)Nc1cccc(C#N)c1	-0.105
CC(=O)Nc1cccc(NC(=O)CSc2nc(C)c(C)c(C)c2C#N)c1	0.879

By substructure: the compounds so far containing fluorine.
SMILES	Cav3 T inh
Cc1cccc(C(=O)N2CCN(c3ccc(C(F)(F)F)cn3)CC2)c1C	-4.71*
CC1Cc2nc(SCC(=O)Nc3ccc4c(c3)OCO4)n(-c3ccc(F)cc3)c(=O)c2S1 (stereo unspecified)	0.622
CCc1nn2c(N3CCOCC3)cc(C)nc2c1-c1ccc(F)cc1	1.93
Cc1ccc(NC(=O)CCC(=O)O)cc1F	-0.0206
Cc1nc2c(C(=O)N3CCCCC3)cnn2c(C)c1Cc1ccccc1F	-0.124
Cc1cc(C(F)F)n2nc(C(=O)Nc3sc4c(c3C#N)CCC(C)C4)nc2n1 (stereo unspecified)	-3.1

Other results follow.
SMILES	Cav3 T inh
O=C(NNC(=O)c1ccccc1Br)c1ccc(Cl)cc1	0.975
CCCC(=O)Nc1cccc(NC(=O)c2ccccc2Br)c1	0.0032
Cc1onc(-c2ccccc2Cl)c1C(=O)Nc1ccc(S(=O)(=O)NCC2CCCO2)cc1 (stereo unspecified)	-0.487
O=C(CCC(=O)OCC(=O)c1cccc([N+](=O)[O-])c1)Nc1ccccc1Cl	1
COC(=O)C1=CN(C(C)C)C=C(C(=O)OC)C1c1cc(Br)c(OC)c(OC)c1	-0.435
CCC(C)(C(=O)NC1CCCC1)N(C(=O)CNC(C)=O)c1ccc(C)cc1 (stereo unspecified)	-0.0182
COc1ccccc1NC(=O)c1ccc(-c2ccc(Br)cc2)o1	0.038
COc1cc(NC(=O)c2cc3c(=O)n(C)c4ccccc4c3n2C)cc(OC)c1OC	0.236
CN(CC(=O)N1CC(=O)N(CCc2ccccc2)C(=O)C1)S(=O)(=O)c1cccc2nsnc12	2.32
O=C(CC1SCCNC1=O)Nc1cccc(C(F)(F)F)c1 (stereo unspecified)	0.133
CCOC(=O)Cn1nc(-c2ccccc2)c2ccccc2c1=O	-0.0445
CCOc1ccc(NC(=O)CSc2nnc(C)n2CCCOC)cc1	0.0747
CCC1=C(OC(=O)N(CC)CC)N2C(=O)OC(=NCCOC)[C@]2(Cc2ccccc2)[C@H]2C1=CC[C@H]1C(=O)N(C)C(=O)[C@H]12	0.0336
Cc1cc(C(F)F)nn1CC(=O)N1CCSCC1	-0.247
CC(C)NS(=O)(=O)c1ccc(OCC(=O)N2CCCC2)c(Cl)c1	-0.0135
Cc1ccnc(NC(=O)c2ccc(COc3ccc(Cl)cc3)o2)c1	-2.04
Cc1oc(-c2ccccc2F)nc1CN1CCC(C(=O)NC2CCCc3ccccc32)CC1 (stereo unspecified)	-3.82
O=C1OCCN1CCN(CN1C(=O)CCC1=O)CN1C(=O)CCC1=O	-0.112
CCOc1ccccc1N1CCN(C(=O)Nc2ccc(F)c(Cl)c2)CC1	-4.06*
COCC(C)N=Cc1c(O)[nH]c2ccccc12 (stereo unspecified)	1.21
O=C(Nc1cccc2ccccc12)C1CCN(C(=O)Cc2ccccc2)CC1	0.706
CCOC(=O)c1ccc(N2C(=O)CC(C(=O)OC)=C2C)cc1	0.00151
CCn1cc(C(=O)OCc2ccccc2)c(=O)c2ccc(C)nc21	-0.0223
O=C(CN1CCN(S(=O)(=O)c2ccc(Br)cc2)CC1)Nc1ccccc1F	-2.51
O=[N+]([O-])c1cc2c(cc1C=Nc1ccccc1)OCO2	0.819
Cc1ccc(NC(=O)NCCCN2CCCC2=O)cc1	1.63
CC(=O)Nc1ccc(S(=O)(=O)N2CCSCC2)cc1	0.248
Nc1c(-c2cccc(Cl)c2)cnn1-c1cccc(C(F)(F)F)c1	-1.64
Cc1ccccc1N=C(NOCc1ccccc1)c1nonc1N	-6.56*
COC(C/C=C\[C@H](O)[C@H](C)OCc1ccccc1)OC	0.556
COC(=O)c1cc(=O)n(Cc2ccc3c(c2)OCO3)c(=Nc2ccc(F)cc2)s1	-1.02
CCOc1ccc(Cn2nnc(C(=O)NCc3ccc(OC)cc3)c2N)cc1	-5.21*
CCS(=O)(=O)Nc1c(C(=O)OC)[nH]c2ccccc12	-0.113
CCOC(=O)N1CCC(NC(=O)CCS(=O)(=O)c2ccc3c(c2)CCN3C(=O)CC)CC1	-0.254
COc1cc(C)c(Cc2cnc(N)nc2N)cc1OC	0.245
Cn1c(-c2ccccc2)cccc1=O	0.0113
C/C(Cl)=C/Cn1c(SCCN2CCOCC2)nc2c1c(=O)[nH]c(=O)n2C	1.88
Cn1c2ccc(F)cc2c2ncn(Cc3ccco3)c(=O)c21	0.163
c1ccc(-c2n[nH]c(-c3ccccc3)c2-c2nc3ccccc3[nH]2)cc1	-5.18*
O=C(NCCc1ccccc1)C(c1ccncc1)N(C(=O)c1csnn1)C1CC1 (stereo unspecified)	0.605
CCCOc1ccc(C(=O)NCc2cccnc2)cc1	-0.284
